Screens as filed in PubChem BioAssay.
MsrA inhibitor – inhibitors of bovine MsrA. actives 0.75% (n = 360,000). inhibition, % at 15.5 µM. purified bovine MsrA, absorbance read-out; in the data active = inhibition above about 4.5%;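 note: 0% = vehicle wells with enzyme and 100% = reference inhibitor wells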
TbMetRS inhib – Trypanosoma brucei MetRS inhibition. purified T. brucei MetRS, ATP depletion, Kinase-Glo luminescence. inhibition, % at 11.9 µM. AID 624268. actives 0.4% (n = 360,000);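 active = inhibition above a per-plate cutoff of the control wells' mean inhibition plus 3 SD, cut at about 5.5% in these data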;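 note: 0% = DMSO wells median and 100% = median of wells with control inhibitor compound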
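Measured by: Kinase-Glo luciferase luminescence reporting remaining unconsumed ATP. Material: purified T. brucei MetRS enzyme. Doses: 11.9 µM compound single dose, 0.9% DMSO. Medium: HEPES buffer containing pyrophosphatase, BSA, spermine, DTT. Times: 15 min preincubation, 2 h reaction, all 25 °C. Reagent: methionine, ATP and bulk E. coli tRNA.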
LMPTP block – LMPTP (human) inhibition; P24666; recombinant LMPTP-A, OMFP fluorogenic substrate, fluorescence intensity; inhibition, % at 20 µM; actives 0.22% (n = 360,000); AID 651560;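 active = compounds that cut the enzyme signal by at least half of the control window in the single-dose screen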;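 note: plate controls were DMSO wells with enzyme plus substrate for no effect and substrate without enzyme for full effect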
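Test system: LMPTP-A phosphatase enzyme. Amount: LMPTP-A at 0.625 nM final in the reaction. Reagent: OMFP substrate, 400 µM final. Times: 50 min at room temperature. Signal: endpoint fluorescence intensity from OMFP dephosphorylation. Read-out basis: % inhibition. Benchmarks: no-enzyme and uninhibited controls.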
bovine MsrA act – activators of bovine methionine sulfoxide reductase A. purified bovine MsrA, absorbance read-out. activation, % at 10.6 µM. actives 0.3% (n = 360,000). AID 602163; in the data active = activation above about 7.5%;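 note: 0% = vehicle and 100% = reference activator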
Scp1 inh – blocks human Scp-1 phosphatase activity. Q9GZU7. Recombinant Scp1, phosphopeptide, malachite green phosphate absorbance. inhibition, % at 20 µM. actives 0.88% (n = 340,000);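 active = inhibition above about 50% at 20 µM, limit read from the data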;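 note: plate controls were DMSO wells with enzyme for no effect and wells lacking enzyme for full effect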
Target sequence (Q9GZU7 76-261 limits assumed): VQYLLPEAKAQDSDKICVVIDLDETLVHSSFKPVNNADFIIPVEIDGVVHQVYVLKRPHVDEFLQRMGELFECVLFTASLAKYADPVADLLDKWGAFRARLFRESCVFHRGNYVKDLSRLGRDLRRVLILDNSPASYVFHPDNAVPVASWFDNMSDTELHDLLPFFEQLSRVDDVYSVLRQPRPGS
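Test system – truncated SCP-1 phosphatase (76-261aa) · Reagent – Phosphorylated 17-residue peptide substrate · Incubation – 45 min room-temperature reaction, 5 min colour, 30 min stabiliser · Detection – colorimetric phosphate reagent with accelerator and stabiliser, absorbance at 630 nm · Measure – % inhibition at 20 µM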
STEP inh – inhibitors of human striatal-enriched phosphatase STEP; recombinant STEP, OMFP fluorogenic substrate, fluorescence; actives 0.25% (n = 360,000); inhibition, % at 20 µM; P54829;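 active = inhibition at 20 µM, scaled per plate between control wells, above about 37%, limit read from the data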;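 note: 0% = DMSO with enzyme and substrate and 100% = substrate only without enzyme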
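Material: STEP (striatal-enriched tyrosine phosphatase) enzyme, cell-free | Medium: 50 mM Bis-Tris pH 6.0 with 2.5 mM DTT and 0.005% Tween 20 | Read-out: Percent inhibition scaled to no-enzyme and uninhibited-enzyme controls, plate-pattern corrected | Signal: Fluorescence read at 480 nm ex / 540 nm em | Times: 20 min reaction, room temperature, in the dark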
CendR NRP1 mod – alters CendR peptide binding to human NRP-1; O14786; FAM-RPARPAR peptide binding to NRP-1, fluorescence polarization; inhibition, % at 25 µM; actives 0.85% (n = 360,000); AID 602438;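 active = inhibition or corrected inhibition above about 18%, plus a signal ratio from 0.5 to 1.5, limit read from the data, passing the limit was not always enough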; note: strong numbers were not always called active
DNMT1 inh – inhibitors of human DNMT1 | actives 0.83% (n = 360,000) | DNMT1 molecular beacon, Hinp1I cleavage, fluorescence | P26358 | inhibition (reported as % activation of signal), % at 10 µM | AID 588458; in the data active = inhibition above about 50%
SUMO1-SIM PPI – alters human SUMO1 binding to SIM partners. actives 0.33% (n = 360,000). inhibition, % at 20 µM. SUMO1 binding to a labelled peptide, TR-FRET, 1 h; in the data active = inhibition above about 37%
Target sequence (P63165 whole entry, looked up): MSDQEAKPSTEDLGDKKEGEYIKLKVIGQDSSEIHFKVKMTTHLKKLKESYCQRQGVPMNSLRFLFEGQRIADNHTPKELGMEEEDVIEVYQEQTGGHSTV
eLon inh – inhibitors of E. coli Lon protease | inhibition, % at 7.94 µM | purified E. coli Lon protease, fluorescence polarization | P0A9M0 | actives 0.42% (n = 360,000) | AID 602123; in the data active = inhibition above about 13%, passing the limit was not always enough;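 note: 0% = enzyme with probe and DMSO and 100% = no enzyme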
Target sequence (P0A9M0 whole entry, looked up): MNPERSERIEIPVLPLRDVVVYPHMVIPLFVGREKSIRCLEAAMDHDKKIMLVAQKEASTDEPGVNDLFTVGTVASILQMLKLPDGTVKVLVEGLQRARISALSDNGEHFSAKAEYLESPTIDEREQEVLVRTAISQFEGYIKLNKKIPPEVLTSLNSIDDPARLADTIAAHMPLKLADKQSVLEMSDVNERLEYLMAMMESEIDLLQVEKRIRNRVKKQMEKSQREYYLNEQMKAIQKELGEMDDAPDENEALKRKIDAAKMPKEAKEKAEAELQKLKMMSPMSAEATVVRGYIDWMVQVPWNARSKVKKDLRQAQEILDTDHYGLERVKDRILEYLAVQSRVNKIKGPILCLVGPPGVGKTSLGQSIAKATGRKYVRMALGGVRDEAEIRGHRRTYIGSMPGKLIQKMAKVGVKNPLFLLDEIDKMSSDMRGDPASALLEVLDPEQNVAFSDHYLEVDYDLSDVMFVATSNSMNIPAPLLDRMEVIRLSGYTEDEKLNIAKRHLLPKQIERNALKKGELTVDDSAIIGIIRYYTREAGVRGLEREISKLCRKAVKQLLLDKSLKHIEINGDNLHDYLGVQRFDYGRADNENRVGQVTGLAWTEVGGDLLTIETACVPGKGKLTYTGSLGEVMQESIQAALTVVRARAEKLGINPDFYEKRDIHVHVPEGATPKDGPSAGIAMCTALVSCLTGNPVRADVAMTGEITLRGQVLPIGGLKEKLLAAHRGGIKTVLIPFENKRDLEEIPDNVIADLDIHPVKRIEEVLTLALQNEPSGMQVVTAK
Numbers without * were called inactive; nt = not tested or not shown.

SMILES	MsrA inhibitor	TbMetRS inhib	LMPTP block	bovine MsrA act	Scp1 inh	STEP inh	CendR NRP1 mod	DNMT1 inh	SUMO1-SIM PPI	eLon inh
COC(=O)N/N=C(\C)c1ccc2ccccc2c1OC(F)F	0.3	-0.5	-1.0	-4.0	-8.6	0.3	-4.4	6.7	-7.9	-6.5
NC1=NC2(CCCCC2)N(c2cccc(Cl)c2)C(N)=N1	0.4	-1.1	0.3	-8.5	-7.0	0.8	0.2	6.2	1.7	4.3
CCS(=O)(=O)Nc1cc(-c2nc3cccnc3s2)ccc1C	1.1	0.3	-0.8	-1.2	-14.0	1.9	-13.9	-7.5	-8.7	-2.5
COc1ccc(NC(=O)C2(C)Cc3c(-c4ccc5c(c4)OCO5)ccnc3O2)cc1 (centres undefined)	1.7	0.0	0.9	0.9	nt	1.5	15.1	-1.1	7.1	3.4
O=C(NCc1ccncc1)C1=NN(c2ccccc2)C(=O)CC1	0.4	-0.5	-1.6	-5.7	-10.6	-3.4	6.1	-0.9	8.0	-2.0
C=CCn1c(SCC(=O)NC(=O)c2cccn2C)nc2ccccc2c1=O	0.4	-2.4	-1.0	-7.5	5.2	0.9	-10.1	-10.2	4.6	2.7
CC1=C(C(=O)N2CCOCC2)CC(CC(=O)NCc2ccco2)C(=O)N1Cc1ccc(C(C)(C)C)cc1 (centres undefined)	0.5	-1.8	-1.2	-3.4	nt	-0.4	-5.7	8.9	3.7	-0.8
N#CCC(=O)Nc1ncc(Cc2ccccc2Cl)s1	0.9	-0.7	1.4	-5.2	-5.4	-1.0	10.1	-4.7	-0.6	-10.2
N/C(=N\OC(=O)c1ccc2c(c1)OCO2)c1ccncc1	1.7	-0.1	-2.2	-2.0	-7.4	-0.9	-3.4	2.2	6.4	-1.3
CC(C)CN(C(=O)CSc1ncnc2sccc12)C1CCS(=O)(=O)C1 (centres undefined)	-0.6	-0.4	0.6	-8.4	-0.7	-1.1	-18.4	-2.5	-4.4	-1.7
CCOC(=O)C1(Cc2cccc(OC)c2)CCCN(S(=O)(=O)CC)C1 (centres undefined)	-1.1	0.1	-0.8	-3.5	-6.5	-2.3	-2.6	3.3	7.2	-4.6
COc1ccc(NC(=O)c2ccc(-c3ccc(C(C)=O)cc3)o2)cn1	3.1	-0.3	1.3	-5.2	19.8	-3.0	16.3	-6.1	6.0	0.7
CC(C)Cn1c(=O)c(CCC(=O)Nc2ccc(N3CCOCC3)cc2)nc2cc(Cl)ccc21	-1.3	-0.4	0.4	-6.6	6.8	3.3	1.1	-13.2	-6.8	-7.2
COc1ccc(CC(=O)NCc2nn(-c3ccccc3)nc2C)cc1OC	-1.2	0.4	-0.4	-2.9	-5.0	2.9	-15.0	2.1	2.9	-2.3
CCOC(=O)CSc1nc2sccc2c(=O)[nH]1	1.5	0.3	0.5	-2.3	3.0	-2.0	12.1	-0.4	1.1	-1.2
O=C(NCCNC(=O)c1ccccc1[N+](=O)[O-])c1ccccc1[N+](=O)[O-]	-1.0	-0.7	-0.3	-2.3	3.1	-1.0	-4.6	1.6	-9.7	-3.8
Oc1c(Br)cccc1/C=N/c1ncn[nH]1	1.2	-0.1	-1.1	-2.7	-7.5	-2.0	-8.8	2.2	-3.4	1.3
O=C(COc1ccc(Cl)cc1Cl)NCc1ccncc1	0.0	3.6	-0.6	-1.9	-4.4	3.2	-1.1	-7.1	0.7	-3.7
CCCCCOC(=O)NC1CCS(=O)(=O)C1 (centres undefined)	-1.0	-0.7	-1.9	-1.2	-0.7	1.0	2.0	-2.6	-2.0	7.8
O=C(Nc1ccnn1C1CCN(Cc2cccc(OCCO)c2)CC1)C1CCOC1 (centres undefined)	-0.7	-0.4	-0.4	-2.6	1.0	0.0	-7.5	0.8	2.7	-3.4
CCn1c(CNc2cccc(Cl)c2)nnc1SCC(=O)OC1CCCCC1	0.0	-0.8	0.5	-7.2	-2.0	1.0	-5.9	1.7	-7.2	-2.8
Cc1ccccc1C(=O)Nc1ccc(O)cc1C(=O)O	-0.8	-0.5	-1.0	-9.2	-7.0	-1.4	-5.2	0.8	3.7	-3.8
Clc1ccc(-c2c[n+](Cc3ccc(Br)cc3)c3n2CCCCC3)cc1	-0.8	0.8	-0.4	-0.8	-2.6	1.0	1.7	0.7	0.6	-6.4
CCCNC(=O)C1(C)CCCN(C(=O)c2cc(C)n(C(C)(C)C)n2)C1 (centres undefined)	-1.3	-0.3	-0.4	-3.7	nt	0.3	-4.3	2.2	3.6	-6.4
O=C(COc1ccc2c3c(c(=O)oc2c1)CCCC3)N[C@@H](Cc1ccccc1)C(=O)O	2.5	0.6	-0.6	-9.4	4.1	-2.3	-11.4	0.4	-0.7	-8.5
COc1cc2c(cc1OC)C(c1cc(OC)c(OC)c(OC)c1)C1(O)C(=O)OCC1(O)C2 (centres undefined)	-0.6	-0.4	-0.7	-0.3	-7.7	1.1	1.7	3.4	3.5	-6.5
O=C(NCc1ccco1)c1ccc(Cl)c(S(=O)(=O)Nc2ccccc2)c1	0.1	-0.8	3.8	-7.6	-10.9	-1.1	-3.3	-0.2	0.7	2.1
O=C(c1ccc(F)cc1Cl)N1CCN(S(=O)(=O)c2cccs2)CC1	-0.3	-0.3	1.0	-2.2	3.4	-2.0	-0.2	-1.5	-2.6	-9.8
COc1ccc(C(CNC(=O)COc2c(C)cc(C)cc2C)N2CCOCC2)cc1 (centres undefined)	-0.3	-0.5	-7.8	0.7	-12.0	-4.2	1.2	-13.1	-48.8	-2.3
COc1ccccc1-c1n[nH]nc1C1=CC(=O)CC(C)(C)C1	2.4	-0.6	-2.0	-2.0	nt	-2.1	-8.1	5.8	-0.8	3.9
Cn1nc(NC(=O)C2CCC2C(=O)O)c2c(F)cccc21 (centres undefined)	1.1	0.6	0.3	-1.1	-13.6	-0.6	-5.4	4.1	-1.2	-6.9
Cc1ccc(NC(=O)c2cccc(S(=O)(=O)NCc3ccccc3)c2)nc1	0.6	-0.6	0.4	-12.0	3.6	1.4	5.1	0.6	-0.2	-6.2
CSCC[C@H](NC(=O)Cc1c(C)c2cc3c(C)c(C)oc3cc2oc1=O)C(=O)N[C@@H](C(=O)O)c1ccccc1	1.2	-0.6	-0.8	-0.8	nt	1.2	-36.9	-1.1	-4.6	-3.3
COc1cc(C(=O)N=c2sc3ccccc3n2C)cc(OC)c1OC	4.5	0.3	2.2	-4.3	-15.4	0.4	0.6	-4.0	2.1	7.1
O=C(NC1CCCc2ccccc21)c1c(F)cccc1Cl (centres undefined)	-1.1	0.0	-0.5	3.7	-4.9	-1.0	1.4	0.3	2.3	8.7
Cc1ccc(SCC(=O)Nc2ccccc2C(=O)N2CCOCC2)cc1	-1.4	-0.1	-1.0	-1.6	-9.1	0.8	11.2	-1.0	-4.5	-2.7
Cc1ccccc1N/N=C/c1c(C)nc2ccccn12	2.0	-0.3	3.0	-2.7	8.4	0.0	5.3	-10.4	0.2	4.0
CCCc1cc(C(=O)NNC(=S)Nc2cccc(C)c2)cs1	0.3	0.0	-0.9	-2.2	-4.1	-2.0	-1.6	-9.5	-0.5	4.0
N#CCSc1nc2c(cc1C#N)CCCC2	0.9	-1.3	-2.6	-10.1	-3.8	-1.2	6.7	3.1	0.1	10.7
COc1ccc(-c2cc(C(F)F)n3ncc(C(=O)Nc4cc(C)on4)c3n2)cc1	-0.8	0.1	1.2	-1.0	-2.7	2.4	3.7	-6.4	-4.1	-4.7
O=C1C=CC(c2ccccc2)(c2ccccc2)CC1	0.4	-0.1	1.6	-3.1	-13.2	2.1	3.1	-1.4	4.1	-1.1
COc1cccc(NC(=O)c2ccc(-n3cnnn3)cc2)c1	-1.6	-0.2	-1.4	-2.5	-9.3	-2.1	8.6	-1.6	-1.1	-0.3
COc1ccc(NC(=O)CN(C)C(=O)c2oc3c(ccc4ccccc43)c2C)cc1	-0.4	6.4*	2.4	-3.0	-9.3	-1.1	4.6	-11.6	1.0	-10.6
CCN(CC)CCn1c(SCC(=O)Nc2cccc(OC)c2)nc2c(sc3ccccc32)c1=O	-0.2	-0.1	4.2	-3.8	-4.2	6.6	7.4	-3.8	0.5	8.4
CCCCCCCCC(c1nc2ccccc2[nH]1)N1CCN=C(c2ccccc2)C1=O (centres undefined)	0.5	0.2	3.0	-6.0	nt	3.0	-0.4	-9.3	2.1	-1.9

Shown in CSV form: four of the compounds above.
canonical_smiles,MsrA inhibitor,TbMetRS inhib,LMPTP block,bovine MsrA act,Scp1 inh,STEP inh,CendR NRP1 mod,DNMT1 inh,SUMO1-SIM PPI,eLon inh
CSCC[C@H](NC(=O)Cc1c(C)c2cc3c(C)c(C)oc3cc2oc1=O)C(=O)N[C@@H](C(=O)O)c1ccccc1,1.2,-0.6,-0.8,-0.8,nt,1.2,-36.9,-1.1,-4.6,-3.3
COc1cc(C(=O)N=c2sc3ccccc3n2C)cc(OC)c1OC,4.5,0.3,2.2,-4.3,-15.4,0.4,0.6,-4.0,2.1,7.1
O=C(NC1CCCc2ccccc21)c1c(F)cccc1Cl (centres undefined),-1.1,0.0,-0.5,3.7,-4.9,-1.0,1.4,0.3,2.3,8.7
Cc1ccc(SCC(=O)Nc2ccccc2C(=O)N2CCOCC2)cc1,-1.4,-0.1,-1.0,-1.6,-9.1,0.8,11.2,-1.0,-4.5,-2.7

Following part.
SMILES	MsrA inhibitor	TbMetRS inhib	LMPTP block	bovine MsrA act	Scp1 inh	STEP inh	CendR NRP1 mod	DNMT1 inh	SUMO1-SIM PPI	eLon inh
COc1ccc(C(=O)NCC(=O)N2CCN(c3ncccn3)CC2)cc1OC	0.5	0.3	-0.4	1.2	-6.1	1.8	9.6	1.6	3.5	-6.1
CC1=C(C#N)C(=O)OC(C)(C)C1	0.3	-1.2	-1.3	-6.3	-1.9	-1.2	-3.0	1.6	-0.5	-1.6
NC(=O)c1ccsc1NC(=O)Cc1ccc([N+](=O)[O-])cc1	-1.0	-0.1	2.0	-4.4	-6.9	7.5	-1.3	-8.5	-13.2	9.8
O=C(c1cc(-c2ccccn2)nc2ccccc12)N1CCN(c2ncccn2)CC1	-1.3	-1.1	-0.3	-6.5	-5.7	-5.5	6.5	1.9	-4.1	-1.0
O=C(O)c1ccc(/C=N/Nc2cccc(C(F)(F)F)c2)cc1	2.2	0.0	-0.9	-0.9	-6.9	-1.7	-7.2	-1.7	-11.6	0.3
CCN(CC)S(=O)(=O)c1cccc(C(=O)c2c(C)cc3ccccn23)c1	0.4	-0.4	3.4	-6.9	-17.2	-0.2	6.7	-6.4	-12.5	-7.3
O=C(NC(=S)Nc1ccc(CN2CCCCC2)cc1)c1ccco1	0.4	-0.7	0.4	-7.8	-1.4	-2.4	8.6	2.0	-0.4	-5.8
CCC(=O)Nc1sc2c(c1C(N)=O)CCN(C(C)=O)C2	2.1	-0.2	-1.7	-3.5	-16.1	-1.7	-2.8	-5.7	-1.9	-5.2
